Screening data from PubChem.
Exocytosis inh: blocks lytic granule exocytosis. AID 651702. inhibition, % at 10 µM. hit rate 0.66% among 360,000. TALL-104 LAMP-1 surface exposure, flow cytometry; cells stimulated with thapsigargin and PMA;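 active = inhibition above about 55%, limit read from the data; inconclusive = no clear call, values can overlap the other calls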
CaV13 ICDI inh: Primary screen for inhibitors of IQ motif and Ca2+-dependent inactivation inhibitor domain binding in CACNA1D, Förster resonance energy transfer in living cells, …; inhibition, % at 12.3 µM; HEK cells, CFP/YFP FRET ICDI-IQ, plate reader, 10 min; percent FRET-ratio fall versus neutral wells; AID 743397; hit rate 0.098% among 340,000;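 active = mean replicate inhibition of at least 30% and at least 1% of replicates passing that level; inconclusive = only one of the two criteria is met; inactive = neither criterion is met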;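 also: 0% = median of the neutral control wells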
Vif inh: blocks HIV Vif function | HEK293T cells, Vif self-association by quenched fluorescence, imaging, 24 h | inhibition, % at 7.49 µM | hit rate 0.35% among 340,000; in the data active = inhibition above about 50%, passing the limit was not always enough; inconclusive = no clear call, values can overlap the other calls; inactive = below about 31%; also: some results filed as inactive read as strong as hits
iPSC survival up: increases survival of single human iPS cells | hiPSC single-cell survival, ATPlite luminescence; 100% = ROCK inhibitor wells, 0% = DMSO | survival enhancement, % at 20 µM | hit rate 0.044% among 360,000 | AID 602274; in the data active = survival enhancement above about 18%;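 also: cells exposed to compounds for 16 hours before the ATP read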
aDG glyco up: increases alpha dystroglycan glycosylation | Pro5-aDG cells, alpha-DG glycosylation AlphaScreen (IIH6); 0% Pro5, 100% B10-LARGE cell signal | activation, % at 10 µM | hit rate 0.22% among 360,000;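 active = activation of at least 8% versus controls, or a plate z-score of at least 8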;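 also: Pro5 are CHO cells carrying HIG-tagged alpha-DG that lacks glycosylation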
Cardio protect: myocardial damage modulation in H9c2 cells | hit rate 0.63% among 360,000 | H9c2 cardiomyocytes, H2O2 injury protection, ATPLite, 2 h | protection from H2O2 cell death, % at 20 µM;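 active = compounds giving at least 50% protection of heart cells from peroxide-induced death in the single-dose screen, raw or plate-pattern-corrected value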;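 also: 0% = DMSO wells with peroxide and 100% = DMSO wells without peroxide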
N-glyco inh: N-linked glycosylation inhibition; D54 ERlucT glycosylation luciferase reporter, 24 h; percent of 100 nM tunicamycin response; reporter increase, % at 12.5 µM; hit rate 0.23% among 360,000;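 active = mean luciferase reporter signal, scaled so untreated is 0 and the glycosylation-blocking control 100, at or above a set limit in every replicate; inconclusive = mean reaches the limit but not every replicate does; inactive = mean below the limit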;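 also: luciferase carries N-glycosylation sites so blocking glycosylation raises the light; 0% = median of neutral control wells and 100% = median of 100 nM tunicamycin wells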
HTR2A ag: activates the mouse 5-HT2A serotonin receptor. P35363. CHO-K1 mHTR2A beta-arrestin complementation, luminescence; percent of 30 µM serotonin response. activation, % at 7.6 µM. hit rate 0.66% among 360,000. AID 624169;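 active = activation above a run cutoff, the mean activation of all tested compounds plus 3 SD, cut at about 14% in these data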;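 also: 0% = plate median of compound wells and 100% = 30 µM serotonin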
Target sequence (P35363 whole entry, looked up): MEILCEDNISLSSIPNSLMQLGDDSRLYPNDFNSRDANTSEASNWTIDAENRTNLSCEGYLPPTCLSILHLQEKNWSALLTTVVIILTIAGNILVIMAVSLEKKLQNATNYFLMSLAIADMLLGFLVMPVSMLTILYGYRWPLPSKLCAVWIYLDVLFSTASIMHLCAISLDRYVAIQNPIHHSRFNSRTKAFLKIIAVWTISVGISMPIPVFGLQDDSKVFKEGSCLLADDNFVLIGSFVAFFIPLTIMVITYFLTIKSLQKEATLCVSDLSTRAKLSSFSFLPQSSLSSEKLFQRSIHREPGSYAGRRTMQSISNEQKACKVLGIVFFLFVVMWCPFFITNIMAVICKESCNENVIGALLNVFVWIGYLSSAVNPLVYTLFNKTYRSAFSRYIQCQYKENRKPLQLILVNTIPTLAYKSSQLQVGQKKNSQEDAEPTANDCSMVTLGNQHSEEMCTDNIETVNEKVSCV
ABCB6 inh MLPCN: inhibitors of human ABC transporter ABCB6; K562-ABCB6 porphyrin accumulation, flow cytometry, 1 h; hits give low values; fluorescence ratio to DMSO, % at 10 µM; hit rate 0.19% among 360,000;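 active = fluorescence ratio to DMSO below 75%, the collection mean minus 3 SD; inconclusive = too few cells collected in the well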;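 also: signal is porphyrin accumulated inside mitochondria; 100% equals median channel fluorescence of DMSO control wells; lower ratio means ABCB6 inhibition with less porphyrin fluorescence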
PDI inh: blocks human protein disulfide isomerase activity; P07237; PDI insulin aggregation turbidity, A650, 90 min; inhibition, % at 10 µM; hit rate 0.052% among 350,000; AID 588391;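 active = mean inhibition across replicates of 30% or more, whatever share of single replicates reach that level; inconclusive = mean inhibition below 30% while every single replicate reaches 30%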;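 also: absorbance from insulin aggregation driven by PDI reduction with DTT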
* = called active by the depositor; ? = inconclusive; . = not tested or not shown.

SMILES	Exocytosis inh	CaV13 ICDI inh	Vif inh	iPSC survival up	aDG glyco up	Cardio protect	N-glyco inh	HTR2A ag	ABCB6 inh MLPCN	PDI inh
O=C(Nc1c(C(=O)N2CCOCC2)cnn1-c1ccccc1)c1ccccc1F	-2	-2	24	0.5	0.2	0	-1	2	101	-16
Cc1cc(C(=O)O)c2ccccc2n1	4	-7	-1	-0.2	-0.2	-3	1	2	110	2
Cc1cc(C)nc(SCc2nnc(SCC(=O)N3CCOCC3)o2)n1	2	-5	.	0.0	-0.1	4	1	9	96	0
O=C(NCCN1CCN(c2ccccc2)CC1)c1ccccc1F	4	-18	5	2.1	0.0	1	1	0	98	0
CC(C)NC(=O)c1onc(CSc2ccc(F)c(F)c2)c1C(=O)O	-5	-9	-2	1.2	-0.2	9	2	6	99	4
COc1ccc(Nc2ncnc3ccccc23)c(OC)c1	-1	-4	.	1.2	0.0	-2	-2	2	109	0
OC1(C#CCN2CCCC2)CCCCC1	-2	-20	-7	-0.1	0.1	3	1	5	101	1
CC1(C)[C@H](C(=O)O)N2C(=O)C[C@H]2S1(=O)=O	-4	.	14	-0.4	0.0	3	-1	-2	97	.
CCOC(=O)CSc1nc2c(c(=O)[nH]c(=O)n2C)n1CCCc1ccccc1	-4	-10	.	-0.6	0.0	16	0	-1	93	-5
CCNC(=O)N(C)C[C@H]1N[C@@](C)(C(=O)OC)[C@H]2C(=O)N(C)C(=O)[C@@H]12	0	-4	-6	1.2	0.0	-3	1	-1	101	-10
CC(=O)c1ccc2c(c1)c(C#N)c1ccccc1[n+]2[O-]	?	-13	23	-0.2	1.5	-18	18	-3	100	7
COc1ccccc1-c1c(C)nn2c(N3CCOCC3)cc(C)nc12	1	-4	6	-0.2	0.0	1	1	7	100	-7
Cc1ccc(S(=O)(=O)Nc2ccccc2F)cc1C(=O)N1CCCC1	1	-2	-4	-0.4	-0.3	4	1	-1	101	9
CC(C)c1ccc2oc(-c3ccc(N)cc3)nc2c1	-2	-5	14	-4.3	0.2	-19	-20	-1	96	-10
C=CCC[C@H](Cc1ccc(F)cc1)C(=O)OC[C@@H](C)NC(=O)[C@@H](CC=C)CC(=O)N[C@@H](CO)Cc1ccccc1	12	-3	.	-2.2	0.1	-7	-2	1	95	-1
N#Cc1cccc(N2[C@@H](Cc3cc4ccccc4n3Cc3ccccc3)COC[C@H]2Cc2ccc3ccccc3c2)c1	-3	-4	-4	-3.6	-0.2	-6	-3	-2	100	-3
COC(=O)[C@@]12C[C@@H](CC(=O)NCCC(C)C)C(=O)N(Cc3ccccc3)C1=CCC(C)(C)C2	6	-10	.	.	0.7	.	.	9	.	.
c1ccc(C[C@H]2CN=C(Nc3ccccc3)N2CC2CCCCCC2)cc1	-16	-5	0	-2.0	0.1	-6	-2	-6	103	-1
CC(=O)Nc1ccc(NC(=O)C(C)OC(=O)CNC(=O)c2cccs2)cc1 (configuration not stated)	0	-5	-3	-0.5	0.3	1	1	0	106	-2
C=CCN(C(=O)CNC(=O)c1ccco1)C(C(=O)NC1CCCCC1)c1cccnc1 (configuration not stated)	-1	-4	5	-0.3	0.1	-2	3	0	94	-12

Fetched one by one from the list above:
SMILES	Exocytosis inh	CaV13 ICDI inh	Vif inh	iPSC survival up	aDG glyco up	Cardio protect	N-glyco inh	HTR2A ag	ABCB6 inh MLPCN	PDI inh
CC(=O)c1ccc2c(c1)c(C#N)c1ccccc1[n+]2[O-]	?	-13	23	-0.2	1.5	-18	18	-3	100	7
Cc1cc(C)nc(SCc2nnc(SCC(=O)N3CCOCC3)o2)n1	2	-5	.	0.0	-0.1	4	1	9	96	0
CC(C)c1ccc2oc(-c3ccc(N)cc3)nc2c1	-2	-5	14	-4.3	0.2	-19	-20	-1	96	-10
C=CCC[C@H](Cc1ccc(F)cc1)C(=O)OC[C@@H](C)NC(=O)[C@@H](CC=C)CC(=O)N[C@@H](CO)Cc1ccccc1	12	-3	.	-2.2	0.1	-7	-2	1	95	-1
OC1(C#CCN2CCCC2)CCCCC1	-2	-20	-7	-0.1	0.1	3	1	5	101	1

(more compounds)
SMILES	Exocytosis inh	CaV13 ICDI inh	Vif inh	iPSC survival up	aDG glyco up	Cardio protect	N-glyco inh	HTR2A ag	ABCB6 inh MLPCN	PDI inh
CCCn1c2ccccc2c2cnn(CC(=O)N3CCN(C4CCCCC4)CC3)c(=O)c21	1	.	1	0.5	0.0	16	1	9	101	-7
CSc1nsc(SCC(=O)Nc2ccc(C(N)=O)cc2)n1	-12	-4	-9	0.9	-0.2	-5	14	5	95	6
CCc1nnc(NC(=O)CSc2nc(-c3ccccc3)cc(-c3ccc(OC)cc3)c2C#N)s1	-2	-23	-3	-0.1	-0.5	4	-4	-1	100	7
CC(=O)N1CCN(c2ccc(NCc3ccco3)cc2)CC1	3	-5	-3	1.5	0.0	8	1	7	100	10
COc1ccc(OCC(O)CNC(=O)Nc2ccc(Cl)cc2)cc1 (configuration not stated)	0	-2	-2	-1.8	0.2	5	4	-2	99	3
Cn1c(SCc2ccccc2[N+](=O)[O-])nnc1-c1cccnc1	1	7	-15	-0.5	-0.1	2	1	1	98	-4
CC1(C)NC(=O)N(CCCCOc2ccc3ccccc3c2Cl)C1=O	0	-6	-12	1.5	0.9	-12	-10	-6	88	-1
